Bioassay records as filed in PubChem BioAssay.
MEKK2 mut-MEK5: signal of MEK5 binding to mutant human MEKK2 PB1 domain | bead flow cytometry, Alexa488-MEK5 binding to MEKK2 mutant | percent response, % at 10 µM | hit rate 0.35% among 290,000 | AID 1530; in the data active means percent response above about 24%, passing the limit was not always enough; further: inactives centre near 1; some results filed as inactive read as strong as hits; reference of the scale not given here
PHOSPHO1 block: inhibitors of human PHOSPHO1 phosphatase; Q8TCT1; recombinant PHOSPHO1, absorbance phosphatase assay; inhibition, % at 13.3 µM; hit rate 1.1% among 290,000; AID 1565; in the data active means inhibition above about 60%
Target sequence (Q8TCT1 whole entry, looked up): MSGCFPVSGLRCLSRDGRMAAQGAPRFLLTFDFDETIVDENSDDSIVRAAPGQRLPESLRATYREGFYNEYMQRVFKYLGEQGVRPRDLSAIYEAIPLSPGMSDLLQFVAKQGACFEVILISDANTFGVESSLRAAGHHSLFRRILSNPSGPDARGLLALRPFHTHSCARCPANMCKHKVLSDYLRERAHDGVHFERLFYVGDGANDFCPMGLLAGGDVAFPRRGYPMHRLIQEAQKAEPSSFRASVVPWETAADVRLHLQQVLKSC
OXTR ag: human OXTR agonism | hit rate 0.32% among 320,000 | activation, % at 3 µM | CHO-OTR cells, Fluo-8 calcium fluorescence; normalized: DMSO 0%, oxytocin 100% | AID 2435 | P30559;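 active means activation above the mean of all tested compounds plus 3 SD, cutoff set per screening run, cut at about 20% in these data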;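 further: peak over basal fluorescence ratio from a 100 s FLIPR kinetic read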
Target sequence (P30559 whole entry, looked up): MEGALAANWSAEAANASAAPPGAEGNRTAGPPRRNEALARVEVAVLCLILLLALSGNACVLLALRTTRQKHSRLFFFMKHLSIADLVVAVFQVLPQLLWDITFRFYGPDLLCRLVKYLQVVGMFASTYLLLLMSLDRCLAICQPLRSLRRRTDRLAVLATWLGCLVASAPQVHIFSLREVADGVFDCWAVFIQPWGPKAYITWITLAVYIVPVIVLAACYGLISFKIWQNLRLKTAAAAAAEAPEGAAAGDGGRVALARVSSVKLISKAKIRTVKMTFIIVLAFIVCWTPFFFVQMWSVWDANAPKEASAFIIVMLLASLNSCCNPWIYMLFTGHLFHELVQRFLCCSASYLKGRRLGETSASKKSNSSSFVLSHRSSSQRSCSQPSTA
NALP1 inh: NALP1 inhibition | S. cerevisiae NALP1/ASC/caspase-1 growth, X-gal OD620, 72 h | inhibition, % at 10 µM | hit rate 0.61% among 280,000 | AID 2071; in the data active means inhibition mostly above about 24%, no sharp cut-off; inactive means mostly below about 32%; further: some compounds called inactive have numbers as strong as hits
M18AAP inhibitor: PfM18AAP enzyme inhibition | recombinant PfM18AAP, H-Glu-NHMec fluorogenic cleavage | inhibition, % at 7.35 µM | hit rate 1.2% among 290,000 | AID 1822;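 active means inhibition above the campaign mean inhibition over all tested compounds plus 3 SD, cut at about 28% in these data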;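 further: 0% = plate median of test compound wells and 100% = 2 mM ZnCl2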
MEKK3 PB1 HTS: MEKK3-MEK5 PB1 interaction, increase or decrease; Q99759; bead-based flow cytometry, Alexa488-MEK5 binding to MEKK3; actives lie on both sides; 0 = blocked by unlabeled MEK5, 100 = vehicle; binding response (% of control), % at 10 µM; hit rate 1.4% among 290,000;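 active means binding response more than 3 SD above or below the average of its plate-row segment, actives on both sides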;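 further: Alexa488 bead fluorescence after subtracting the streptavidin-only scavenger bead signal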
GPR7 antag: human neuropeptides B/W receptor 1 antagonism | P48145 | GPR7-expressing cells, fluorescence antagonist assay | inhibition, % at 4.4 µM | hit rate 1.1% among 290,000 | AID 1861; in the data active means inhibition above about 16%, passing the limit was not always enough;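 further: cells stimulated with the agonist NPW; 0% = agonist with vehicle and 100% = vehicle without agonist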
Target sequence (P48145 whole entry, looked up): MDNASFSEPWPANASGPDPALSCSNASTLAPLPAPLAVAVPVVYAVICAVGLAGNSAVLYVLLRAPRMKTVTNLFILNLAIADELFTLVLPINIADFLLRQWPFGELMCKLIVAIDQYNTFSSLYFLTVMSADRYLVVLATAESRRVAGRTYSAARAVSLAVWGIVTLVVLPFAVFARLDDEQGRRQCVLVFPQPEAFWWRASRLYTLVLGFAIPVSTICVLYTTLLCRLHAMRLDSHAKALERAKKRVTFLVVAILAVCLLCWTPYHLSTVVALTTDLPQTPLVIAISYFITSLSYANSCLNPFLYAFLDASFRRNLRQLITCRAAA
FID counter: counter-screen for HCV NS3 helicase inhibitors: DNA intercalator displacement | DNA fluorescent intercalator displacement, fluorescence | hit rate 0.17% among 290,000 | AID 1845 | inhibition, % at 7.9 µM; in the data active means inhibition above about 37%;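 further: 0% = vehicle and 100% = reference compound; higher means more ethidium bromide displaced from hairpin DNA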
MEKK2wt PB1 HTS: raises or lowers MEK5 binding to wildtype human MEKK2 PB1 domain. bead flow cytometry, Alexa488-MEK5 binding to MEKK2 WT; actives lie on both sides. hit rate 1.1% among 290,000. binding response (% of control), % at 10 µM. Q9Y2U5; in the data active means binding response below about 67% or above about 130%
* hit, by the source's call; / = no result given. An unsorted share of the library. About 6.2% of those tested had a hit in this group.

#1 CN(C)c1ccc(NS(=O)(=O)c2ccc(Cl)cc2)cc1
#2 CN(C)[C@@H]1CCC[C@H]1OC(=O)C(c1ccccc1)c1ccccc1
#3 N/C(=N\OC(=O)c1cccc(Cl)c1)c1ccncc1
#4 CCN(CC)S(=O)(=O)c1ccc2oc(Nc3ccc(OC)cc3)nc2c1
#5 O=C(Nn1cnc2ccccc2c1=O)c1ccc(F)cc1Cl
#6 N#Cc1ccc(OCCN2C(=O)NC3(CCSC3)C2=O)cc1 (configuration not stated)
#7 Cc1cccc(NC(=O)CCS(=O)(=O)c2ccccc2)c1
#8 O=C(CSc1nnc(-c2ccccc2)n1Cc1ccccc1)NNC(=O)c1ccccc1O
#9 Cc1ccc(C(NC(=O)N2CCOCC2)C(Cl)Cl)cc1F (configuration not stated)
#10 Cn1c(NC(=O)c2ccco2)c(-c2ccc(Cl)cc2)c(=O)c2ccccc21
Compound	1	2	3	4	5	6	7	8	9	10
NALP1 inh	10	21	-17	-12	14	17	20	14	26	13
GPR7 antag	-13	0	-7	-10	-11	-2	-2	-15	-12	2
M18AAP inhibitor	13	1	0	5	1	-18	-15	10	5	-2
FID counter	-3	7	-7	-17	1	-1	-6	-38	-2	-1
PHOSPHO1 block	-4	9	41	-6	-9	1	35	-10	3	3
MEKK2 mut-MEK5	3	11	-6	-4	-4	2	2	-4	0	10
OXTR ag	-0.9	1.2	-1.0	0.6	-0.2	-0.8	1.2	1.6	-0.7	-1.1
MEKK2wt PB1 HTS	102	105	95	96	98	104	105	92	102	115
MEKK3 PB1 HTS	135*	103	96	101	99	107	103	90	102	111

A draw from above in order of heavy-atom count, largest number first.
#8 O=C(CSc1nnc(-c2ccccc2)n1Cc1ccccc1)NNC(=O)c1ccccc1O
#10 Cn1c(NC(=O)c2ccco2)c(-c2ccc(Cl)cc2)c(=O)c2ccccc21
#4 CCN(CC)S(=O)(=O)c1ccc2oc(Nc3ccc(OC)cc3)nc2c1
#2 CN(C)[C@@H]1CCC[C@H]1OC(=O)C(c1ccccc1)c1ccccc1
#5 O=C(Nn1cnc2ccccc2c1=O)c1ccc(F)cc1Cl
#9 Cc1ccc(C(NC(=O)N2CCOCC2)C(Cl)Cl)cc1F (configuration not stated)
#1 CN(C)c1ccc(NS(=O)(=O)c2ccc(Cl)cc2)cc1
#3 N/C(=N\OC(=O)c1cccc(Cl)c1)c1ccncc1
Compound	8	10	4	2	5	9	1	3
NALP1 inh	14	13	-12	21	14	26	10	-17
GPR7 antag	-15	2	-10	0	-11	-12	-13	-7
M18AAP inhibitor	10	-2	5	1	1	5	13	0
FID counter	-38	-1	-17	7	1	-2	-3	-7
PHOSPHO1 block	-10	3	-6	9	-9	3	-4	41
MEKK2 mut-MEK5	-4	10	-4	11	-4	0	3	-6
OXTR ag	1.6	-1.1	0.6	1.2	-0.2	-0.7	-0.9	-1.0
MEKK2wt PB1 HTS	92	115	96	105	98	102	102	95
MEKK3 PB1 HTS	90	111	101	103	99	102	135*	96

(further entries)
#11 CCOC(=O)c1nn(-c2ccccc2C)c2nc(-c3ccc(Cl)cc3)c(C#N)c(=O)n12
#12 CC(=O)N1CCN(C(=O)/C(C#N)=C/c2ccc3c(c2)OCO3)CC1
#13 CCCc1nc2cc(CC(=O)OC)ccc2o1
#14 C/C=C/c1ccc(OCCNCc2ccccc2)c(OC)c1
#15 CCCCC(=O)NC(c1cccc([N+](=O)[O-])c1)c1c(OC(C)=O)ccc2ccccc12 (configuration not stated)
#16 Cc1cc(NC(=O)CSc2nnc(C3CC3)n2C)no1
#17 O=C(NNc1ccc(Cl)cc1)C1CCC1
#18 COc1cccc(CNC(=O)CN2C(=O)COc3ccc(S(=O)(=O)N4CCC(C)CC4)cc32)c1
#19 Nc1nn(-c2ccccc2)c2ccc([N+](=O)[O-])cc12
#20 c1ccc(-c2noc(-c3cccnc3)n2)nc1
Compound	11	12	13	14	15	16	17	18	19	20
NALP1 inh	9	23	10	12	29	21	-3	12	9	13
GPR7 antag	-5	7	-4	-5	3	-5	-4	-18	-2	-1
M18AAP inhibitor	-4	5	-2	4	-6	-2	6	-5	3	-4
FID counter	-10	-3	-8	12	-28	-3	-4	-38	3	-2
PHOSPHO1 block	-1	39	-10	8	-12	-18	-15	41	29	4
MEKK2 mut-MEK5	-6	-11	-3	8	4	-3	8	2	2	2
OXTR ag	-1.7	0.2	-0.1	2.2	-2.5	1.3	-0.8	-0.8	-0.6	-0.4
MEKK2wt PB1 HTS	83	88	98	117	100	100	103	101	104	102
MEKK3 PB1 HTS	90	90	95	108	86	100	103	98	101	102

#21 CCN(CC)C(=O)N1CCN(C(=O)c2ccc(C)cn2)CC1
#22 CCC(=O)NC(=S)Nc1ccc(NC(=O)c2ccc(C)c([N+](=O)[O-])c2)cc1
#23 O=C1NC(c2ccccc2)C(C(=O)c2cccs2)=C1O (configuration not stated)
#24 O=C(COc1ccccc1)NCc1ccccc1
#25 Nc1ccc(S(=O)(=O)NNC(=O)C(=O)NNc2ccccc2)cc1
#26 COc1ccc(CNc2ccc3cn[nH]c3c2)c(OC)c1OC
#27 O=C(NC(=S)Nc1cccc2[nH]ncc12)c1ccccc1
#28 Cc1ccc(C)c(-c2csc(N)c2C(=O)OC(C)C)c1
#29 Cc1cc(Cl)ccc1NC(=S)NCc1ccc(Cl)cc1
#30 OCCNCCCOc1cc(Cl)ccc1Cl
Compound	21	22	23	24	25	26	27	28	29	30
NALP1 inh	-1	28	17	5	30	8	-12	-2	26	20
GPR7 antag	1	-6	-9	0	-9	4	-8	-8	10	-6
M18AAP inhibitor	-10	-2	11	-11	11	18	9	-7	-18	4
FID counter	-4	7	-3	-1	1	-5	-6	-7	-8	-8
PHOSPHO1 block	3	-37	2	13	-7	24	34	-6	-10	24
MEKK2 mut-MEK5	4	-1	0	2	18	3	2	2	6	-11
OXTR ag	-0.2	0.5	0.7	-0.4	-1.3	0.9	0.7	-2.2	10	1.5
MEKK2wt PB1 HTS	98	96	100	100	110	104	100	100	116	93
MEKK3 PB1 HTS	101	98	98	100	103	104	101	104	114	104

#31 Cc1noc(/C=C/N(C)C)c1S(=O)(=O)N1CCCC(C(=O)NCc2ccc(Cl)cc2)C1 (configuration not stated)
#32 O=C(NCCN1CCOCC1)[C@H](Cc1ccccc1)N1C(=O)c2ccccc2C1=O
#33 COc1cc(/C=C2\SC(=N)N(c3ccc(F)cc3)C2=O)ccc1O
#34 COc1ccc(NC(=O)CCSc2nc(C)cs2)cc1
#35 CC(C)c1ccc(NC(=O)COC(=O)/C=C/c2cccc(Br)c2)cc1
#36 CCc1nc2ccccc2nc1N1CCN(S(=O)(=O)c2ccccc2)CC1
#37 NS(=O)(=O)c1ccc(CNC(=O)c2cccnc2Cl)cc1
#38 c1ccc(C2=Nc3cccc4cccc(c34)N2)cc1
#39 O=C(COc1ccc(/C=N/NC(=O)c2ccncc2)cc1)Nc1cccc([N+](=O)[O-])c1
#40 CCC1(C)N=C(N)Nc2nc3cc(C)c(C)cc3n21 (configuration not stated)
Compound	31	32	33	34	35	36	37	38	39	40
NALP1 inh	-12	16	9	11	21	-1	-9	48*	21	20
GPR7 antag	-15	-9	-8	-9	1	-3	-8	-4	4	-10
M18AAP inhibitor	-4	6	5	-5	-11	-8	4	5	-5	0
FID counter	-11	-3	-1	-10	2	-6	-3	-2	-8	2
PHOSPHO1 block	14	10	-10	24	-14	2	17	13	32	16
MEKK2 mut-MEK5	6	26*	1	2	8	-3	-1	12	-17	3
OXTR ag	1.7	0.9	0.9	-1.9	1.0	0.0	0.3	-0.4	0.4	-0.3
MEKK2wt PB1 HTS	105	110	102	108	97	96	97	113	88	104
MEKK3 PB1 HTS	105	110	100	102	105	102	97	102	92	98

#41 O=C(N1CCCCC1)N1CCN(C(=O)N2CCCCC2)CC1
#42 CCOC(=O)c1c(-c2ccc(OC)c(OC)c2)csc1NC(=O)C1CCCO1 (configuration not stated)
#43 CCN(Cc1ccccc1)Cc1cccc([N+](=O)[O-])c1
#44 Cc1[nH]c2ccc(CNS(=O)(=O)c3ccc(S(=O)(=O)N4CCOCC4)cc3)cc2c1C
#45 Cc1noc(C)c1S(=O)(=O)N1CCN(c2ccc(Cl)cc2)CC1
#46 CC(OC(=O)c1ccc(F)cc1)C(=O)Nc1nc(-c2cccc([N+](=O)[O-])c2)cs1 (configuration not stated)
#47 CC(C)N1CCC(N2CCN(Cc3cnc(-c4ccccc4)s3)CC2CCO)CC1 (configuration not stated)
#48 c1ccc(CCCNc2ncccn2)cc1
#49 COc1cc(C(=O)Nc2ccccn2)cc(OC)c1OC
#50 COc1ccc(C)cc1Nc1n[n+](C)c(-c2c3ccccc3cc3ccccc23)s1
Compound	41	42	43	44	45	46	47	48	49	50
NALP1 inh	4	26	2	9	25	14	-5	-44	3	-7
GPR7 antag	-8	-8	0	3	-6	-11	-10	-12	-4	-8
M18AAP inhibitor	-1	-7	-17	9	-2	-8	-7	4	2	12
FID counter	-6	-30	9	-5	-29	2	12	-4	-4	-13
PHOSPHO1 block	-22	32	-6	2	44	6	24	-32	-28	-148
MEKK2 mut-MEK5	7	-4	8	-4	-1	8	14	1	6	0
OXTR ag	0.7	-1.7	-1.5	2.5	-2.4	-1.1	0.3	-1.5	1.0	-1.0
MEKK2wt PB1 HTS	104	99	107	92	105	104	117	100	103	87
MEKK3 PB1 HTS	102	104	102	92	104	95	108	105	102	100

#51 Cc1ccc2c(c1)COc1c3ccc(C(=O)N4CCOCC4)cc3nn1-2
#52 C/C(=N\Nc1nc2ccccc2c(=O)n1O)c1ccco1
#53 O=C(NCc1ccccc1)/C(=C/c1cccc([N+](=O)[O-])c1)NC(=O)c1ccco1
#54 CC1CCCCN1CC(O)COCc1ccc(Cl)cc1 (configuration not stated)
#55 C[C@@H](C(=O)NCc1ccccc1)[C@@H]1C[C@@]1(C)[C@@H](NC(=O)OCc1ccccc1)c1ccccc1
#56 O=C(CCCN1C(=O)c2ccccc2C1=O)NCCc1ccc(OC(F)F)cc1
#57 Cc1ccc(S(=O)(=O)N(C)Cc2cc3cc(C)ccc3[nH]c2=O)cc1
#58 Cc1ccccc1NS(=O)(=O)c1cc(C(=O)Nc2cccc(N(C)S(C)(=O)=O)c2)ccc1C
#59 O=C(COCc1ccccc1)N[C@@H](Cc1ccc(O)cc1)C(=O)O
#60 O=C(c1ccco1)N1CCCC(c2nc3c(nnn3Cc3ccc(F)cc3)c(=O)[nH]2)C1 (configuration not stated)
#61 COc1ccc(C(C(=O)NC2CCCC2)N(C(=O)c2snc(C(N)=O)c2N)c2cc(C)ccc2OC)cc1OC (configuration not stated)
#62 COc1ccc(/C=N/NC(=O)c2[nH]c3ccc(Br)cc3c2-c2ccccc2)c(C(=O)O)c1OC
Compound	51	52	53	54	55	56	57	58	59	60	61	62
NALP1 inh	6	-20	19	22	18	5	14	14	5	6	29	11
GPR7 antag	/	1	-5	0	6	4	-1	-8	-16	-23	-5	1
M18AAP inhibitor	/	38*	0	-7	12	-5	6	-4	3	5	4	-20
FID counter	/	-7	-4	9	-42	-25	-28	-25	1	-24	-42	-27
PHOSPHO1 block	4	-25	22	15	-11	31	53	17	-46	28	31	20
MEKK2 mut-MEK5	3	2	-5	-4	-6	-4	-3	5	3	-7	12	-5
OXTR ag	-1.5	0.3	-1.2	0.3	-1.4	0.6	-0.6	2.1	0.9	0.1	-0.2	0.2
MEKK2wt PB1 HTS	95	105	96	102	83	94	99	102	107	88	106	91
MEKK3 PB1 HTS	94	105	98	98	87	94	99	104	100	96	107	97
